USP1 inh: Inhibitors of USP1/UAF1: Primary Screen; 390,000 compounds, 0.23% hits; recombinant USP1/UAF1, Ub-Rhodamine cleavage fluorescence; Ubiquitin carboxyl-terminal hydrolase 1 (Homo sapiens), O94782; Potency, µM (titrated, usually from 57.1 µM), inactives show at the top dose activity change, negative = inhibition, most hits filed as inhibitors; note: potency is the fitted concentration of half-maximal effect; % is set by controls: 0 for no effect and ±100 for the full control effect; nearly all actives have a fitted effect of over 60% in size; inactives centre near -12
Target sequence (O94782 whole entry, looked up): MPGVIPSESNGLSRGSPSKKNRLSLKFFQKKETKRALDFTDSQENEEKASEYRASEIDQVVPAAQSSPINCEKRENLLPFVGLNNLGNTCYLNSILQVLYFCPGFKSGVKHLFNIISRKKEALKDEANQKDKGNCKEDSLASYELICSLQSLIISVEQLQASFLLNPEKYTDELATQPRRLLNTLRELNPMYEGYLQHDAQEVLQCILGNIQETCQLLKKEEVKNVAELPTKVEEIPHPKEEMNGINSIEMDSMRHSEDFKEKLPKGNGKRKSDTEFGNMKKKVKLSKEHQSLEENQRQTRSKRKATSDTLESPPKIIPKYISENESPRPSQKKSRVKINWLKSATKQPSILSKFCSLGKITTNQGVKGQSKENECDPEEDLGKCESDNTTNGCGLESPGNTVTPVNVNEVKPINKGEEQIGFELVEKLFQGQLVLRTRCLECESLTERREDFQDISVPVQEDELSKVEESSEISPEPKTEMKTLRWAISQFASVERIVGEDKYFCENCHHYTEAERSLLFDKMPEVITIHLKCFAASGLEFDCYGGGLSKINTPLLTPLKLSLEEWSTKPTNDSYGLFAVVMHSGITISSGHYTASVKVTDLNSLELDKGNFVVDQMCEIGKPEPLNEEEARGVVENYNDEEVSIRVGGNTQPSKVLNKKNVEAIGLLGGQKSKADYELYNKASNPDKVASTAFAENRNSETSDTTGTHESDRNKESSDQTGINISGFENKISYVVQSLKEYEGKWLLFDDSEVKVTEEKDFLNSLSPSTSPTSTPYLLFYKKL
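High-throughput fluorogenic screen: 1nM USP1/UAF1 complex, Ub-Rho substrate 150nM final, 50mM HEPES pH 7.8 with 0.5mM EDTA, 0.1 mg/ml BSA, 1mM TCEP and 0.01% Tween-20.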
PI4K2A inh: qHTS for small molecular inhibitors of PI4K2A. Phosphatidylinositol 4-kinase type 2-alpha (Homo sapiens), Q9BTU6. purified PI4K2A, ADP-Glo luminescence, 1 h; stronger effect = lower value. activity change, negative = inhibition, % at 76.9 µM. 420,000 compounds, 0.13% hits; in the data active = activity change below about -50%; inconclusive = mostly about -30% to -49%;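 note: -100% = wells without enzyme as full effect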
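ADP-Glo luminescence measured ADP generated by PI4K2A enzyme (4 ug/mL before mixing) with 1.2 mM PI substrate (pre-mix) and 300 microM ATP (pre-mix). Tris pH7.5 buffer with MgCl2, Triton X-100; 1 h reaction at ambient temperature.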
D2 antagonist: HTS Assay for Allosteric Antagonists of the Human D2 Dopamine Receptor: Primary Screen for Antagonists | 340,000 compounds, 2% hits | HEK293 TREx D2 cells, calcium flux, dopamine EC80 | AID 485344, 2010 | inhibition, % at 10 µM | D(2) dopamine receptor (Homo sapiens), P14416; in the data active = inhibition above about 30%; note: 0% is about no effect
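Antagonism is scored as inhibition of an EC80 dopamine-evoked calcium signal in a force-coupled, tetracycline-inducible HEK293 T-REx D2 line, with compound present 180 s before agonist.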
TRHR agonist: qHTS for Small Molecule Agonists and Allosteric Enhancers of Human TRH Receptor: Primary Screen for Agonists; Thyrotropin-releasing hormone receptor (Homo sapiens), P34981; AID 493084, 2011; activation, % at 2 µM; 360,000 compounds, 0.18% hits; TRHR cells, calcium flux fluo-8, FDSS agonist mode; in the data active = activation above about 30%; note: 0% is about no effect
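Steps: seed TRHR cells overnight; add fluo-8 no-wash Ca dye, RT 30 min–1.5 h; record 10 s baseline; pin-transfer compounds; monitor fluorescence 1 cycle/s for the agonist window. Calcium increases flag candidate agonists.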
TrxR1 inh: qHTS Assay for Inhibitors of Mammalian Selenoprotein Thioredoxin Reductase 1 (TrxR1): qHTS | Thioredoxin reductase 1, cytoplasmic (Rattus norvegicus), O89049 | AID 588453, 2011 | 390,000 compounds, 1% hits | Potency, µM (top dose mostly 114 µM), inactives show at the highest dose activity change, negative = inhibition, most hits filed as inhibitors | recombinant rTrxR1, NADPH fluorescence consumption, selenite substrate; note: potency is the fitted concentration of half-maximal effect; % is set by controls: 0 for no effect and ±100 for the full control effect; nearly all actives have a fitted effect of over 65% in size
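Rat TrxR1 (90 nM in the dispensed reagent) was pre-reduced with 400 uM NADPH for 5 min at room temperature, then incubated with compound for 15 min. After 400 uM selenite was added, NADPH fluorescence (Ex 340/Em 450 nm) was followed for 8 min.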
D2 ag: HTS Assay for Allosteric Agonists of the Human D2 Dopamine Receptor: Primary Screen for Agonists | HEK293 T-REx D2 cells, calcium flux agonist mode | activation, % at 2 µM | 340,000 compounds, 0.53% hits;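 active = activation over 3 SD above normal in the single-dose calcium agonist read, cut at about 30% in these data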; note: 0% is about no effect
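Agonism scored from kinetic calcium signal (1 read/sec, 180 s) following compound pin transfer, after a 10 s baseline. Cells: HEK293 Trex line expressing inducible D2 receptor coupled to calcium, dye-loaded after overnight culture at 30 C.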
TRHR enhancer: qHTS for Small Molecule Agonists and Allosteric Enhancers of Human TRH Receptor: Primary Screen for Enhancers; TRHR cells, fluo-8 calcium fluorescence, EC20 TRH enhancement; 360,000 compounds, 0.66% hits; Thyrotropin-releasing hormone receptor (Homo sapiens), P34981; enhancement, % at 2 µM; in the data active = enhancement above about 30%; note: 0% is about no effect
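Enhancer read-out: after compound pinning and an initial kinetic agonist-mode read, an EC20 of TRH (10 nM final) was injected and fluo-8 calcium signal (Ex 480/Em 530) followed at 1 s/cycle for 100 cycles in TRHR-expressing cells.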
TrxR1 substrate: qHTS Assay for Substrates of Mammalian Selenoprotein Thioredoxin Reductase 1 (TrxR1): qHTS; purified TrxR1 substrate turnover, NADPH consumption readout; Potency, µM (doses to about 114 µM), for the others: top-dose activity change, negative = substrate turnover; 390,000 compounds, 0.01% hits; note: potency is the fitted concentration of half-maximal effect; % is set by controls: 0 for no effect and ±100 for the full control effect; nearly all actives have a fitted effect of over 50% in size
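Rat TrxR1, dispensed at 90 nM, was prereduced with 400 uM NADPH (final) for 5 min at ~22 deg C, then incubated with compound 15 min before 400 uM selenite. A first-read NADPH fluorescence drop versus no-compound background flagged substrates.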
IDH1 R132H inh: qHTS for Inhibitors of mutant isocitrate dehydrogenase 1 (IDH1): qHTS; IDH1-R132H enzyme, NADPH consumption, diaphorase/resazurin fluorescence; 390,000 compounds, 0.093% hits; Potency, µM (titrated, usually from 76.6 µM), for inactives: at the highest dose activity change, negative = inhibition, hits mostly inhibitors; Isocitrate dehydrogenase [NADP] cytoplasmic (Homo sapiens), O75874; note: potency is the fitted concentration of half-maximal effect; % is set by controls: 0 for no effect and ±100 for the full control effect; nearly all actives have a fitted effect of over 65% in size
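IDH1-R132H (0.5 ug/mL) preincubated 30 min with compound, then NADPH (0.016 mM) and alpha-KG (2 mM) added; 80 min at RT, pH 7.5. Remaining NADPH coupled via diaphorase/resazurin to fluorescence (540/590 nm); concentration-response curves normalized to no-enzyme control.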
* marks the source's active call; other numbers are inactive results; [ ] = dose if it differs, or a comment. Unless noted, calls come from the whole dose curve; as a rule, active = well fitted inhibition curve with a large enough effect; inconclusive = small, poorly fitted or top-dose-only effect; inactive = no such curve, though single readings can be large or run the other way. An unsorted share of the library (roughly 3.9% active in at least one column).

Screening CC1(c2nnc(-c3ccc(F)cc3)o2)CC(c2cccc(Cl)c2)=NO1 (stereo not given) returned USP1 inh -11.8%, PI4K2A inh 3.8, D2 antagonist 7.9, TRHR agonist 0.2, TrxR1 inh 7.9%, D2 ag -0.3, TRHR enhancer -6.6, TrxR1 substrate -2.9% and IDH1 R132H inh 6.6%.
For CCOc1cccc2cc(-c3csc(NC(=O)CCC(=O)NCCCN4CCC(C)CC4)n3)c(=O)oc12 the results were D2 antagonist 4.5, TRHR agonist -0.6, D2 ag -0.6 and TRHR enhancer -3.4.
`CCn1c(CN(C)c2ccccc2)nc2ccccc21` gave USP1 inh -12.0%, PI4K2A inh 3.4, D2 antagonist -16.9, TRHR agonist -0.3, TrxR1 inh 12.0%, D2 ag -2.7, TRHR enhancer 1.7, TrxR1 substrate 2.5%[57.1 µM] and IDH1 R132H inh 5.1%.
`COc1cc(NS(=O)(=O)c2ccc(F)cc2)c(OC)cc1NC(=O)C1CC1` gave D2 antagonist 3.7, TRHR agonist 0.0, D2 ag -1.0 and TRHR enhancer 4.2.
CCN(C(=O)COC(=O)CSc1ccc(F)cc1)c1c(N)n(Cc2ccccc2)c(=O)[nH]c1=O was read as USP1 inh -20.4%, PI4K2A inh -2.6, D2 antagonist -0.2, TRHR agonist -0.4, TrxR1 inh 22.1%, D2 ag -0.2, TRHR enhancer 3.5, TrxR1 substrate 4.3% and IDH1 R132H inh 7.3%.
For Cc1ccc(/C(N)=N/OC(=O)c2ccc(Cl)cc2Cl)cc1 the results were USP1 inh -18.8%, PI4K2A inh -2.8, D2 antagonist -11.4, TRHR agonist 0.6, TrxR1 inh 7.8%, D2 ag -0.5, TRHR enhancer -5.8, TrxR1 substrate 1.7% and IDH1 R132H inh 5.7%.
Screening CC(C)(C)SC(C(=O)N1CCOCC1)c1ccc(Br)cc1 (stereo not given) returned USP1 inh -10.7%, PI4K2A inh -4.4, D2 antagonist 2.0, TRHR agonist 0.0, TrxR1 inh 2.3%[57.1 µM], D2 ag 1.3, TRHR enhancer -1.1, TrxR1 substrate 1.2%[57.1 µM] and IDH1 R132H inh -0.1%.
`Cc1oc2c(CN3CCOCC3)c(O)ccc2c(=O)c1-c1ccc(Cl)cc1` gave USP1 inh -13.2%, PI4K2A inh 0.8, D2 antagonist -9.8, TRHR agonist -2.7, TrxR1 inh 18.4%[57.1 µM], D2 ag 0.5, TRHR enhancer 1.0, TrxR1 substrate 47.3%[activator][57.1 µM] and IDH1 R132H inh -3.4%.
`CCOC(=O)c1sc(NC(=O)c2cc(-c3ccc(F)cc3)on2)c(C(=O)OCC)c1C` gave USP1 inh inconclusive, PI4K2A inh -13.6, TRHR agonist 1.1, TrxR1 inh 7.2%, D2 ag 0.7, TRHR enhancer 4.7, TrxR1 substrate -2.0% and IDH1 R132H inh 2.5%.
`CCc1cccc(-n2c(=O)c3cccnc3n2CC(=O)Nc2c(C)cc(C)cc2C)c1` gave USP1 inh 11.9%, PI4K2A inh -1.1, TRHR agonist -0.1, TrxR1 inh 19.9%[57.1 µM], D2 ag 0.3, TRHR enhancer -6.1, TrxR1 substrate 11.4%[57.1 µM] and IDH1 R132H inh 3.9%.
For Fc1ccc(C2NCCn3cccc32)cc1 (stereo not given) the results were USP1 inh -20.5%, PI4K2A inh -0.9, D2 antagonist -8.3, TRHR agonist 0.7, TrxR1 inh 12.7%, D2 ag 0.3, TRHR enhancer -1.5, TrxR1 substrate 10.0% and IDH1 R132H inh -0.1%.
Screening O=C(COc1ccc2c3c(c(=O)oc2c1)CCCC3)NCC(O)c1ccccc1 (stereo not given) returned USP1 inh -11.9%, PI4K2A inh -6.8, D2 antagonist -6.8, TRHR agonist -0.8, TrxR1 inh 23.7%, D2 ag 1.5, TRHR enhancer 9.6, TrxR1 substrate 22.0% and IDH1 R132H inh 6.2%.
For O=C(NCc1ccccc1)/C(=C/c1ccccc1)NC(=O)c1ccco1 the results were USP1 inh -18.4%, PI4K2A inh 6.3, D2 antagonist -12.1, TRHR agonist -0.6, TrxR1 inh 17.4%[57.1 µM], D2 ag -2.9, TRHR enhancer 4.7, TrxR1 substrate 3.8%[57.1 µM] and IDH1 R132H inh 18.5%.
`C=CC#CC1(O)CC(C)N(C)CC1C` (stereo not given) gave USP1 inh 0.5%, PI4K2A inh 13.6, D2 antagonist -5.3, TRHR agonist -1.2, TrxR1 inh -6.3%[57.1 µM], D2 ag 0.2, TRHR enhancer -3.2, TrxR1 substrate 3.5%[57.1 µM] and IDH1 R132H inh -7.9%.
Screening Cc1ccccc1N=Cc1cccc(O)c1O returned USP1 inh inconclusive, PI4K2A inh -14.9, D2 antagonist -0.7, TRHR agonist -0.4, TrxR1 inh 70.8µM*, D2 ag 0.0, TRHR enhancer 2.1, TrxR1 substrate inconclusive and IDH1 R132H inh 4.3%.
For Cc1ccccc1C(=O)Nc1nnc(-c2ccco2)o1 the results were USP1 inh -5.8%, PI4K2A inh -4.1, D2 antagonist -13.2, TRHR agonist -1.4, TrxR1 inh 21.4%[57.1 µM], D2 ag 0.5, TRHR enhancer -2.3, TrxR1 substrate -14.4%[57.1 µM] and IDH1 R132H inh 7.4%.
Screening COc1ccc(CCNC(=O)Nc2ccc3c(c2)OCO3)cc1OC returned USP1 inh -10.7%, PI4K2A inh -2.0, D2 antagonist 0.5, TRHR agonist 0.5, TrxR1 inh 3.0%[57.1 µM], D2 ag 0.1, TRHR enhancer -2.7, TrxR1 substrate 8.9%[0.0914 µM] and IDH1 R132H inh -3.7%.
Screening Cc1ccsc1/C=C1/NC(=O)N(Cc2ccc(F)cc2)C1=O returned USP1 inh -2.1%, PI4K2A inh -5.4, D2 antagonist -3.5, TRHR agonist -0.3, TrxR1 inh 27.8%[57.1 µM], D2 ag 0.8, TRHR enhancer -5.5, TrxR1 substrate 6.9% and IDH1 R132H inh 10.9%.
Screening Cc1onc(-c2ccc(Cl)cc2)c1-c1ccnc(SCC(=O)Nc2ccc(C(C)C)cc2)n1 returned USP1 inh -24.3%, PI4K2A inh 0.4, D2 antagonist -18.8, TRHR agonist 0.1, TrxR1 inh -3.9%, D2 ag 0.3, TRHR enhancer 1.9, TrxR1 substrate -8.0% and IDH1 R132H inh -6.1%.
`COc1ccc(C(C)=O)cc1CN1C(=O)C(C)N(c2ccc(C)cc2)C1=O` (stereo not given) gave USP1 inh -24.2%, PI4K2A inh -3.1, D2 antagonist 13.4, TRHR agonist 0.3, TrxR1 inh -2.0%, D2 ag 0.8, TRHR enhancer -2.3, TrxR1 substrate -9.9% and IDH1 R132H inh -0.1%.
Screening CCOc1ccccc1-c1cc(-c2ccccc2)nc2c1c(=O)n(C)c(=O)n2C returned USP1 inh 3.9%, PI4K2A inh -4.1, D2 antagonist -4.4, TRHR agonist 0.0, TrxR1 inh 12.1%, D2 ag -0.2, TRHR enhancer -5.5, TrxR1 substrate -0.5% and IDH1 R132H inh -0.9%.
`Cc1cnc(NC(=O)c2cc3c(C)nn(-c4ccccc4)c3s2)s1` gave USP1 inh -6.3%, PI4K2A inh -1.2, D2 antagonist 12.7, TRHR agonist 0.1, TrxR1 inh 20.8%, D2 ag 0.4, TRHR enhancer 4.1, TrxR1 substrate 42.7%[activator] and IDH1 R132H inh 4.6%.
CC1C(=O)Nc2ccccc2N1C(=O)c1cccc(C(F)(F)F)c1 (stereo not given) was read as USP1 inh -21.1%, PI4K2A inh -1.2, D2 antagonist 18.1, TRHR agonist -0.3, TrxR1 inh 17.7%, D2 ag 0.4, TRHR enhancer 0.7, TrxR1 substrate 10.6%[57.1 µM] and IDH1 R132H inh 5.9%.
`Cc1ccc(C(=O)N2CCN(c3ccc(NC(=O)c4ccc(Br)o4)cc3)CC2)cc1` gave USP1 inh -1.9%, PI4K2A inh -0.8, D2 antagonist 11.7, TRHR agonist 0.4, TrxR1 inh -10.1%, D2 ag -0.7, TRHR enhancer -4.6, TrxR1 substrate 2.2% and IDH1 R132H inh -3.7%.
COC(=O)c1cn[nH]c1NC(=S)Nc1ccccc1C was read as USP1 inh 1.3%, PI4K2A inh 0.0, D2 antagonist -10.8, TRHR agonist 0.0, TrxR1 inh 0.794µM*, D2 ag 0.3, TRHR enhancer -0.9, TrxR1 substrate 9.7% and IDH1 R132H inh 5.0%.
Cc1cc(C)c(Cn2cnc3nc4c(cc3c2=O)CCCC4)c(C)c1 was read as USP1 inh -25.3%, PI4K2A inh 2.0, TRHR agonist -0.2, TrxR1 inh 21.8%[57.1 µM], D2 ag -0.5, TRHR enhancer -5.0, TrxR1 substrate 3.0%[57.1 µM] and IDH1 R132H inh 1.0%.
